SMN2 splice enh: increases expression of the SMN2 splice variant; HEK293 SMN2-luciferase splicing reporter, luminescence, 30-36 h; Potency, µM (titrated, usually from 46.1 µM), inactives show at the highest dose activity change, positive = activation, actives largely listed as activators; AID 1458; 210,000 tested, 2.8% active; also: % of control where 0% means no effect; nearly all actives have a fitted effect of over 55% in size
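HEK293 cells carry an SMN2 […]–luciferase reporter in which exon 7 inclusion puts luciferase in frame. Cells were plated 10-12 h before compound addition, then incubated 30-36 h at 37C. ONE-Glo luminescence was read; sodium butyrate at 4.5 mM final served as control.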
IMPase Li cell: cell-permeable IMPase inhibitors with lithium potentiation; Potency, µM (highest dose often 59.4 µM), for inactives: top-dose activity, negative = IMPase inhibition, hits mostly inhibitors; 210,000 tested, 0.35% active; CHO-M1 cells, IP1 TR-FRET (IP-One), carbachol + lithium;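 also: IP1 builds up when IMPase is blocked and the TR-FRET signal falls; plate controls were basal vehicle for no effect and high inhibitor control for full effect; nearly all actives have a fitted effect of over 50% in size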
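Readout is a homogeneous TR-FRET IP1 immunoassay (Ex 320, Em 665 and 620), where raised cytosolic IP1 lowers signal. Cells were CHO-M1 treated 30 min at 37C with test compounds plus a little lithium; AC50 values came from Hill-equation fitting.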
NPSR antagonist: antagonists of human neuropeptide S receptor cAMP signaling; 220,000 tested, 1% active; Potency, µM (top dose mostly 38.3 µM), inactives show at the highest dose activity change, negative = inhibition, usual class: inhibitors; Q6W5P4; CHO-NPSR cells, cAMP TR-FRET, antagonist mode; also: % is scaled to controls: 0 for no effect and ±100 for the full control effect; nearly all actives have a fitted effect of over 50% in size; many of its hits are not listed in these tables
Target sequence (Q6W5P4 whole entry, looked up): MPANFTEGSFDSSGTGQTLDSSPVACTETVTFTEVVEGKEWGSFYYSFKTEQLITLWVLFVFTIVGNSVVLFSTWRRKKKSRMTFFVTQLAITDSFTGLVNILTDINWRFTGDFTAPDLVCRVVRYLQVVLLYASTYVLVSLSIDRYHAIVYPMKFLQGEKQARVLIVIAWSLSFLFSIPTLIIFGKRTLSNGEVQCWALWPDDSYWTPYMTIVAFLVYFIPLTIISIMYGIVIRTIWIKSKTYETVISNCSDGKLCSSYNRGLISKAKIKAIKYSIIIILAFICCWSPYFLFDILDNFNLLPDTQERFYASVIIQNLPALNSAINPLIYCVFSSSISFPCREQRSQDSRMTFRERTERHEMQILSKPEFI
KDM4E inh: inhibitors of human JMJD2E histone demethylase; B2RXH2; JMJD2E catalytic domain, FDH-coupled NADH fluorescence (FDH is formaldehyde dehydrogenase); Potency, µM (titrated, usually from 57.1 µM), inactives show top-dose activity change, negative = inhibition, actives largely listed as inhibitors; 230,000 tested, 1.6% active; AID 2147; active = well fitted inhibition curve with a large enough effect, not every such curve was filed as active; inconclusive = small, poorly fitted or top-dose-only effect, or another doubt; inactive = no such curve, though single readings can be large or run the other way;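 also: 0% = wells with enzyme and -100% = buffer wells without enzyme; nearly all actives have a fitted effect of over 50% in size; many of its hits are not listed in these tables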
Target sequence (B2RXH2 1-337 limits assumed): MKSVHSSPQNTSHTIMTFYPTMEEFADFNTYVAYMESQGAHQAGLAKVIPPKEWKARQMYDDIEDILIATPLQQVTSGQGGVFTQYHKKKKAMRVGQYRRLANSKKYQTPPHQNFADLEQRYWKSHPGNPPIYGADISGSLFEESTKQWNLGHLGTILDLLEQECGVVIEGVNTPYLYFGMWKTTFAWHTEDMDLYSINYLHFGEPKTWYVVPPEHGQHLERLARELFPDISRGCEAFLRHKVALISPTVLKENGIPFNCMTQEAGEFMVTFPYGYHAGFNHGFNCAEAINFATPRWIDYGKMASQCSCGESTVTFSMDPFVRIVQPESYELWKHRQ
RGS12 GoLoco inh: inhibitors of human Gai1-RGS12 GoLoco interaction (red fluorophore) | P63096 | Gai1:RGS12 GoLoco peptide FP, rhodamine, 10 min | Potency, µM (highest dose often 61.6 µM), inactives show at the top dose activity, negative = inhibition, usual class: inhibitors | 230,000 tested, 0.44% active; active = well fitted inhibition curve with a large enough effect, not every such curve was filed as active; inactive = no such curve, though single readings can be large or run the other way; also: % is scaled to controls: 0 for no effect and ±100 for the full control effect; nearly all actives have a fitted effect of over 30% in size; many of its hits are not listed in these tables
Target sequence (P63096 whole entry, looked up): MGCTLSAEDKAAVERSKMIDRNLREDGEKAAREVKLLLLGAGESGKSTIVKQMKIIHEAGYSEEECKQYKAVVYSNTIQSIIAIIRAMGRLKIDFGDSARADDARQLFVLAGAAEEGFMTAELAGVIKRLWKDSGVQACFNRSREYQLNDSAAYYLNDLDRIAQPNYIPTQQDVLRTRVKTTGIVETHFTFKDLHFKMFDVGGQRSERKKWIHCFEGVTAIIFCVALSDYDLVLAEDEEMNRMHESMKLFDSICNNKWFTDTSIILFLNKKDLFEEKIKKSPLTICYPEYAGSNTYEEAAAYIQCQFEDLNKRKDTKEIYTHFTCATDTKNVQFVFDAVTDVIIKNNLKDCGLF
RECQ1 helicase: RECQ1 (human) helicase inhibition | RECQ1 DNA unwinding, red fluorescence kinetic read | 240,000 tested, 0.54% active | Potency, µM (doses to about 57.3 µM), for inactives: at the highest dose activity, negative = inhibition, most hits filed as inhibitors | AID 2549;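 also: plate controls were vehicle for no effect and no enzyme for full effect; nearly all actives have a fitted effect of over 30% in size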
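50 nM RECQ1T1 preincubated 15 min with compound in Tris pH 8.0 buffer with MgCl2, DTT, Tween-20 and 2.5 ug/ml poly(dI-dC); started with 200 nM TAMRA/BHQ-2 forked duplex and 2 mM ATP. Unwinding read as fluorescence (525/598 nm), two reads 2 h apart.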
Epigenetic reg: epigenetic control regulation, reporter derepression; murine LDR cells, GFP reporter derepression, 30 h; Potency, µM (top dose mostly 53.9 µM), for the others: at the highest dose GFP activation, most hits filed as activators; 280,000 tested, 0.2% active; also: % of control where 0% means no effect; nearly all actives have a fitted effect of over 60% in size
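Readout is the number of GFP-expressing murine LDR cells, counted by cytometry following washing. Cells were treated with compound for 30 h at 37 C; the stably integrated CMV-GFP locus is normally silent.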
KinaseGlo FLuc: blocks Kinase-Glo luciferase, a counter-screen artifact; Q27757; Kinase-Glo luciferase, ATP luminescence, 8 min; Potency, µM (highest dose often 38.3 µM), without a hit: top-dose activity change, negative = inhibition, actives largely listed as inhibitors; 200,000 tested, 0.28% active; also: % is scaled to controls: 0 for no effect and ±100 for the full control effect; nearly all actives have a fitted effect of over 60% in size
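Luminescence was the read-out, taken after 8-minute incubation at ambient temperature. Luciferase turned over luciferin with 10 uM ATP in imidazole pH 7.2 buffer containing KCl, MgCl2, Tween 20 and BSA.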
* = called active by the depositor; i = inactive; ? = inconclusive; nt = no result given; & = joins results of further samples; [ ] = remark or other dose. Unless noted, calls follow the shape of the dose curve; as a rule, active = well fitted curve in the direction sought with a large enough effect; inconclusive = small, poorly fitted or top-dose-only effect, or another doubt; inactive = no such curve, though single readings can be large; an effect the other way counts as inactive or inconclusive. Potency is read from the fitted curve at half-maximal effect. The list is partial, so the mix of outcomes need not match the whole.

SMILES	SMN2 splice enh	IMPase Li cell	NPSR antagonist	KDM4E inh	RGS12 GoLoco inh	RECQ1 helicase	Epigenetic reg	KinaseGlo FLuc
O=C(NP(=O)(N1CCCC1)N1CCCC1)C1=C(N2CCOCC2)/C(=C/c2cccc([N+](=O)[O-])c2)CC1	-3%	3%	-16%	0%	6%	?	-1.8%	1%
Cc1noc(C)c1C(=O)N1CCC2(CC1)CCN(c1ccccn1)CC2	-65%[inhibitor]	12%	nt	nt	-3%	-7%	nt	-1%
CC(C)Cn1c(N)c(C(=O)CSc2ccccc2)c(=O)n(C)c1=O	-60%[inhibitor]	11%	5%	1%	4%	-4%	0.0%	-1%
CCCNc1nc2c(c(=O)[nH]c(=O)n2C)n1CCC(C)C	25%	0%[38.3 µM]	5%[46.1 µM]	-4%	6%	-2%	0.0%	3%
O=c1[nH]c2ccccc2n1CCCN1CCN(C(c2ccccc2)c2ccccc2)CC1	-20%&-2%	19%&20%	-35%	0%&-4%	5%&7%	-1%	1.9%&-0.2%	3%&1%
Cc1ccc(NC(=O)c2ccccc2O)cc1	2.8µM*	3%	-6%[46.1 µM]	-8%	5%	i	-0.8%	-4%
CC(C)Oc1ccc(C2CC(=O)N(c3ccccc3)C2=O)cc1 (stereo not given)	-23%	26%[38.3 µM]	-23%[46.1 µM]	10%	2%	-7%	-0.8%	-2%
Clc1ccc(-c2nnc(-c3ccccc3)c(N3CCSCC3)n2)cc1	-21%	3%[38.3 µM]	?	-5%	-4%	-6%	0.3%	0%
O=C(c1ccc(Cl)cc1)N1CCCC(C(=O)N2CCc3ccccc3C2)C1 (stereo not given)	nt	nt	-4%	5%	-2%	i	-1.1%	nt
Cc1onc(-c2c(Cl)cccc2Cl)c1C(=O)c1ccc(F)cc1	nt	nt	59%	1%	3%	-22%	-1.0%	nt
CCOC(=O)c1[nH]cnc1C(=O)NC(C)C	-33%[inhibitor]	5%	2%[46.1 µM]	-1%	2%	-4%	1.2%	6%
O=C(CSc1nnc(-c2cccnc2)n1-c1ccccc1)NCc1ccc2c(c1)OCO2	-14%	-9%[38.3 µM]	-1%[46.1 µM]	-4%	1%	1%	1.0%	-2%
CCCCCc1nnc(NC(=O)Cn2cnc3ccccc3c2=O)s1	-21%	-1%	10%[46.1 µM]	-3%	2%	-7%	1.2%	3%
CS(=O)(=O)N1CCN(c2ccccc2NC(=O)C(c2ccccc2)c2ccccc2)CC1	-3%	28%[38.3 µM]	?	0%	-8%	i	4.1%	-4%
CCc1cc(N2CCOCC2)cc2c1[nH]c1ccccc12	-5%	-9%[38.3 µM]	-9%[46.1 µM]	?	-3%	-5%	-0.9%	-2%

Two compounds picked at random from those above:
SMILES	SMN2 splice enh	IMPase Li cell	NPSR antagonist	KDM4E inh	RGS12 GoLoco inh	RECQ1 helicase	Epigenetic reg	KinaseGlo FLuc
O=c1[nH]c2ccccc2n1CCCN1CCN(C(c2ccccc2)c2ccccc2)CC1	-20%&-2%	19%&20%	-35%	0%&-4%	5%&7%	-1%	1.9%&-0.2%	3%&1%
Cc1noc(C)c1C(=O)N1CCC2(CC1)CCN(c1ccccn1)CC2	-65%[inhibitor]	12%	nt	nt	-3%	-7%	nt	-1%

Additional results:
SMILES	SMN2 splice enh	IMPase Li cell	NPSR antagonist	KDM4E inh	RGS12 GoLoco inh	RECQ1 helicase	Epigenetic reg	KinaseGlo FLuc
CCOc1c2ccc(C(=O)NCc3ccc(OC(F)(F)F)cc3)cc2nn1C	-67%[inhibitor]	-24%[38.3 µM]	-9%[46.1 µM]	3%	3%	8%	-4.2%	1%
Cc1ccc(NC(=O)c2sc3nc[nH]c(=O)c3c2C)c(C)c1	-9%	14%[38.3 µM]	-11%[46.1 µM]	?	14%	-5%	1.2%	3%
CCOC(=O)c1c(NC(=O)CSc2nnc(-c3cccnc3)o2)sc(C(C)=O)c1C	-9%	-3%[38.3 µM]	-11%[46.1 µM]	11%	8%	i	0.0%	1%
Cc1ccc(SCc2noc(C(=O)NC(C)C)c2C(=O)O)cc1C	0%	-5%[38.3 µM]	8%[46.1 µM]	-13%	12%	0%	-0.9%	1%
Cc1cc(NC(=O)CN2CCN(c3ccccc3O)CC2)no1	-1%	27%[38.3 µM]	4%[46.1 µM]	1%	-1%	-1%	-1.6%	-5%
COc1ccc(C(=O)/C=C/C(=O)N(CC(=O)NC2CCCCC2)CC2CCCO2)c(O)c1 (stereo not given)	nt	31%[activator]	?	?	-31%	-3%	?	2%
COc1cccc2cc(C(=O)N3CCN(C(=O)c4ccco4)CC3)c(=O)oc12	5%	0%[38.3 µM]	-6%[46.1 µM]	-14%	6%	-17%	0.0%	1%
CSc1ccccc1C(=O)N1CCc2ccccc2C1	-18%	15%	-6%	-4%	-1%	-6%	0.9%	1%
C/C(=N\S(=O)(=O)c1ccc(C)cc1)Nc1cc(C(C)C)c(O)cc1C	-20%	11%	-18%[46.1 µM]	-1%	-5%	-5%	1.3%	3%
COc1ccc(CN(C)C(c2ccccc2)c2nnnn2-c2ccccc2C)c(OC)c1C (stereo not given)	-14%	23%[38.3 µM]	-21%[46.1 µM]	0%	4%	-6%	0.3%	0%
CC(C)(C)SCCNS(=O)(=O)c1ccc2ccccc2c1	-35%[inhibitor]	5%[38.3 µM]	-8%[46.1 µM]	4%	0%	-10%	2.8%	3%
COC(=O)c1[nH]c2cc(OC)ccc2c1NC(=O)CCN1CCCCC1	0%	35%[38.3 µM]	-14%[46.1 µM]	?	5%	-4%	-1.1%	-1%
CC(C)n1c(-c2cccs2)nc2ccccc21	-12%	-10%	-2%[46.1 µM]	?	-1%	i	-1.0%	3%
COC(=O)c1sc2ncn(N)c(=O)c2c1C	nt	nt	4%	2%	2%	i	0.0%	nt
COc1ccc(OC)c(-c2csc(N(Cc3ccco3)C(=O)c3ccco3)n2)c1	-27%	0%	-32%	42%[activator]	4%	-7%	-1.5%	0%
COc1ccc2nc(Nc3nc4cc5c(cc4s3)OCCO5)sc2c1	20µM*	-6%	-1%	-40%	6%	-2%	2.0%	2%
Cc1cccc(NC(=O)C(=O)NCCCc2ccccc2)c1	10µM*	7%	-1%	-5%	-2%	2%	-3.0%	-2%
CSC1=NCCN1C(=O)c1ccc(S(=O)(=O)N2CCCCC2)cc1	-3%	36%[38.3 µM]	-14%[46.1 µM]	-1%	1%	-12%	-0.8%	4%
CC(=O)Nc1ccc2c(COC(=O)[C@H](C)N3C(=O)C4CCCCC4C3=O)cc(=O)oc2c1 (stereo not given in full)	nt	nt	-2%[7.67 µM]	?	7%	-4%	5.1%	nt
O=c1[nH]c2c(n(C3CCCCC3)c1=O)CCC2	-1%	-3%[38.3 µM]	-13%[46.1 µM]	-10%	-8%	i	-2.5%	-3%
COc1ccc(C(=O)Oc2coc(CSc3nnc(NC(=O)c4cccs4)s3)cc2=O)cc1	3%	-2%	-6%	-4%	28%	-8%	-3.0%	-1%
N#Cc1nccnc1S(=O)(=O)c1cccs1	nt	nt	?	-15%	-15%	-5%	1.1%	nt
COc1cccc(-c2cc(C(=O)Nc3cc(C)on3)no2)c1	-15%	-23%[38.3 µM]	-9%[46.1 µM]	-25%	10%	-9%	0.0%	-2%
COC(=O)c1ccc(-n2c(C)cc(C(=O)COC(=O)CNS(=O)(=O)c3ccc(C)cc3)c2C)cc1	-12%	10%	-9%	-4%	-6%	2%	-1.6%	0%
CCCc1n[nH]c2c1C(=O)C(C(=O)OC)C(C)(C)C2 (stereo not given)	?	0%[38.3 µM]	1%[46.1 µM]	-4%	-10%	12%	-2.7%	-1%
CSc1nnc2n(C3CCCCC3)c(=O)c3c4c(sc3n12)CCCC4	nt	2%[38.3 µM]	-7%[46.1 µM]	8%	8%	i	-1.0%	1%
O=C(NCCc1c[nH]c2ccccc12)C(=O)NCC1OCCN1S(=O)(=O)c1ccc(F)cc1 (stereo not given)	-35%[inhibitor]	5%	-3%	9%	0%	-2%	5.4%	3%
CC(C)(C)CN1CCNC(=O)C1CC(=O)NCCc1cnn(-c2ccccc2)c1 (stereo not given)	nt	3%	-1%	8%	34%[activator]	i	2.6%	-1%
Cc1noc(C)c1COC(=O)CNC(=O)c1cccc(F)c1	3%	5%	9%	5%	8%	-8%	0.0%	0%
CNC(=S)NNc1nncc2ccccc12	22%	12%	-11%	-14%	17%	-13%	14%	1%
CCCCC(=O)Nc1nc2c(OC)ccc(OC)c2s1	5%	1%[38.3 µM]	-14%[46.1 µM]	-9%	-1%	-5%	0.0%	-1%
CS(=O)(=O)NN1C(=O)c2ccccc2NC12CCCC2	4%	-8%	6%	?	1%	i	1.1%	-1%
O=C(CC1C(=O)NCCN1C(=O)Nc1ccccc1)Nc1cccc(Cl)c1 (stereo not given)	-8%	5%	0%	-5%	16%	i	-2.7%	0%
CCOC(=S)SCC(=O)N1CCc2cc(OC)ccc2C1C1C(=O)CCCC1=O (stereo not given)	14%	4%	-12%[46.1 µM]	?	-3%	-3%	3.3%	3%
COc1ccc(C(=O)C2C(c3ccc(-c4ccccc4[N+](=O)[O-])o3)NC(=O)NC2(O)C(F)(F)F)cc1 (stereo not given)	-10%	-4%	-8%	-2%	1%	-13%	1.1%	0%
N#CC1=C(S)N(c2ccccc2)C(c2ccc(-c3ccc(Cl)c(Cl)c3)o2)NC1=O (stereo not given)	nt	nt	-12%	25µM*	91%[activator]	-3%	1.5%	nt
O=C(NCc1ccncc1)C1CCN(S(=O)(=O)Cc2ccccc2)CC1	-8%	16%[38.3 µM]	23%[46.1 µM]	-2%	-7%	-8%	1.4%	-2%
C=C(Cl)COc1cc(C)cc2oc(=O)cc(CC)c12	2%	22%[38.3 µM]	-11%[46.1 µM]	?	6%	i	0.7%	0%
Cc1ccc(CSc2nc3ccccc3c(=O)[nH]2)cc1	22%	9%	-23%	-4%	5%	-1%	-1.1%	-1%
C=CCn1c(SCC(=O)Nc2cc(C)on2)nc2sc(CC)cc2c1=O	18%	10%[38.3 µM]	-1%[46.1 µM]	4%	-3%	i	0.9%	-5%
Cc1ccc(C(C(=O)NCc2ccccc2)N(C(=O)c2csnn2)c2cccc3ccccc23)o1 (stereo not given)	20%	-3%[38.3 µM]	?	-1%	31%[activator]	i	-1.7%	-3%

Source: PubChem
